M5 ag – CHRM5 agonism in calcium assay | AID 624037 | 360,000 compounds, 0.19% hits | CHO-K1 hM5 cells, Fluo-8 calcium fluorescence; 0% DMSO wells, 100% maximal acetylcholine response | P08912 | activation, % at 3 µM;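 active = activation above the run's mean over test compounds plus 3 SD, cut at about 23% in these data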;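 also: signal is peak over basal fluorescence ratio across the kinetic read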
M5 antag – blocks acetylcholine activation of human M5 receptor; AID 624040; P08912; CHO-hM5 cells, Fluo-8 calcium fluorescence, ACh EC80; 360,000 compounds, 0.59% hits; inhibition, % at 3 µM;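 active = inhibition above a per-plate cutoff, the mean of that plate's test compounds plus 3 SD, cut at about 27% in these data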;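 also: 0% = acetylcholine EC80 with DMSO and 100% = DMSO without agonist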
CHRM5 PAM – CHRM5 positive allosteric modulation. P08912. CHO-K1 hM5, Fluo-8 calcium, ACh EC20 PAM; 0% = ACh EC20, 100% = ACh EC100. activation, % at 3 µM. 360,000 compounds, 0.3% hits. AID 624038;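 active = activation above the run cutoff, the mean activation of all test compounds plus 3 SD, cut at about 18% in these data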
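Assay system: CHO-K1 hM5 cells. Also added: acetylcholine at EC20 concentration, added after compound. Dosing: 3 µM, single dose. Times: compound preincubation 140 s before EC20 acetylcholine addition. Signal: Fluo-8 calcium fluorescence. Measure: % activation relative to EC20 and EC100 ACh responses. Repeats: singlicate, one well per test compound.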
M4 ag – agonists of human muscarinic M4 receptor (CHRM4); 360,000 compounds, 0.14% hits; activation, % at 3 µM; AID 624127; CHO-K1 hM4/Gqi5, Fluo-8 calcium fluorescence; vehicle 0%, full acetylcholine response 100%;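 active = activation above the run mean over all test wells plus 3 SD, cut at about 32% in these data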;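 also: peak over basal fluorescence ratio per well then scaled between controls; 0% = DMSO wells and 100% = acetylcholine at EC100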
Target sequence (P08173 whole entry, looked up): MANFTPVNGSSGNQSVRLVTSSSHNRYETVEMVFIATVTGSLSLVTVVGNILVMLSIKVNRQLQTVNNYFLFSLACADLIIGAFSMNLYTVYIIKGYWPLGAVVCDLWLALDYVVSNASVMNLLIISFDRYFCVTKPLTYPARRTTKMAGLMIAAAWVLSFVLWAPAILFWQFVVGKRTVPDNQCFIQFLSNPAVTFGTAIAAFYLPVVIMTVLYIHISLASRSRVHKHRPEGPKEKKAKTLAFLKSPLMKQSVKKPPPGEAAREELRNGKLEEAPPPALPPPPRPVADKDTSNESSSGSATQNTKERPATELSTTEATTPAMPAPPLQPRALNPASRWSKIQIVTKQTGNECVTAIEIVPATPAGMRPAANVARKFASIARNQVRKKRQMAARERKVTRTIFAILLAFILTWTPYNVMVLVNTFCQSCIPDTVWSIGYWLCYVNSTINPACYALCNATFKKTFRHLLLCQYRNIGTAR
CRFBP-R2 agonist – agonists of human CRF-binding protein/CRF-R2 receptor complex. HEK293 CRF-R2/CRF-BP, calcium dye fluorescence (FLIPR); percent of saturating CRF peptide response. activation, % at 13.2 µM. 350,000 compounds, 0.46% hits;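 active = activation of at least 50%, plus an integration ratio under a set limit after plate pattern correction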;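 also: plate controls were neutral control wells without compound for no effect and CRF at EC100 for full effect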
CHRM1 antagonist – antagonists of human M1 muscarinic receptor; P11229; CHO-K1 hM1, Fluo-8 calcium fluorescence, ACh EC80 antagonist; inhibition, % at 3 µM; 360,000 compounds, 1.3% hits; AID 588852;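 active = percent inhibition above its own plate's cutoff, namely the mean of that plate's compound wells plus 3 SD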;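 also: peak over basal fluorescence ratio during 140 s after agonist addition; 0% = ACh EC80 plus DMSO and 100% = DMSO alone without agonist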
Target sequence (P11229 whole entry, looked up): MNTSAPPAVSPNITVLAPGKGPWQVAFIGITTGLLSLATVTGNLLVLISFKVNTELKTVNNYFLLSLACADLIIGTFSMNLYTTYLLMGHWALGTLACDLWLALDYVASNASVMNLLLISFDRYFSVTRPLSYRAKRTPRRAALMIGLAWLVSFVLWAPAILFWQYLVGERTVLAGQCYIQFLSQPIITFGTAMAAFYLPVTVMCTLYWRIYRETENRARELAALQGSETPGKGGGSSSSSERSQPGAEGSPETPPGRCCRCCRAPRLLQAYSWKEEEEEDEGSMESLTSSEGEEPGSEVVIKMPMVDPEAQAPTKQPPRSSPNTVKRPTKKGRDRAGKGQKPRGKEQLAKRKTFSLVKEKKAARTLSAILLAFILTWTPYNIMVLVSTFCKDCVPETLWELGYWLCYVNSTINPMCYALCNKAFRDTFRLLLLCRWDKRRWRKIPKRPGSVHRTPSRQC
CHRM4 PAM – potentiates acetylcholine response at human M4 receptor; P08173; CHO-K1 hM4/Gqi5, Fluo-8 calcium fluorescence, ACh EC20; 0% = ACh EC20, 100% = maximal ACh; activation, % at 3 µM; 360,000 compounds, 0.4% hits; AID 624126;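 active = activation above its plate's cutoff, the mean activation of sample wells plus 3 SD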; also: some results filed as inactive read as strong as hits
M1 PAM – potentiates human M1 receptor response to acetylcholine; AID 588819; P11229; CHO-K1 hM1, Fluo-8 calcium fluorescence, ACh EC20; 0% = ACh EC20, 100% = maximal ACh; activation, % at 3 µM; 360,000 compounds, 0.088% hits; in the data active = activation above about 19%, passing the limit was not always enough
CHRM4 antagonist – blocks acetylcholine activation of human M4 receptor; inhibition, % at 3 µM; 360,000 compounds, 0.73% hits; P08173; CHO-hM4 cells, ACh EC80, Fluo-8 calcium fluorescence;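 active = inhibition above its plate's cutoff, the mean inhibition of sample wells plus 3 SD, cut at about 27% in these data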;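 also: 0% = acetylcholine EC80 with DMSO and 100% = DMSO without agonist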
Numbers without * were called inactive; x = not tested or not shown. Hits appear at their usual frequency; about 2.8% have a hit in one of these screens.

CHRM1 antagonist	M1 PAM	M5 ag	CHRM4 PAM	CRFBP-R2 agonist	M5 antag	CHRM5 PAM	M4 ag	CHRM4 antagonist	canonical_smiles
-6.6	9.3	-1.3	2.6	0.2	0.0	-6.7	0.6	-0.6	Cc1cccc(NC(=O)CN2C(=S)NC(C)(C)CC2C)c1 (centres undefined)
-12.2	8.1	-4.1	2.6	0.0	6.5	3.2	1.9	-7.2	O=C(CCCCCn1c(=S)[nH]c2ccc(N3CCOCC3)cc2c1=O)NCc1ccc(Cl)cc1
-3.4	10.4	-0.9	-1.5	-2.1	4.4	-1.7	0.8	2.9	Cn1c(N)c(C(=O)COC(=O)CCCOc2ccc(Cl)cc2Cl)c(=O)n(C)c1=O
-2.3	3.3	-1.8	0.9	-2.5	19.2	-0.9	0.6	7.5	COC(=O)c1ccc(CNC(=O)CCc2c[nH]c3ccccc23)cc1
-1.3	0.8	3.7	-0.9	-0.3	-0.6	0.6	5.5	-8.8	COc1ccc(N2CC(C(=O)Nc3c(C(N)=O)oc4ccccc34)CC2=O)cc1 (centres undefined)
-8.6	5.8	-2.3	2.2	-3.1	7.1	3.0	1.0	-1.8	COc1ccccc1NC(=S)NCC1CCC(CNC(=S)Nc2ccccc2OC)CC1 (centres undefined)
-15.9	19.1	-1.2	-5.7	-1.8	0.3	5.5	0.3	-6.6	O=C1Cc2cc([N+](=O)[O-])ccc2N1c1c(Cl)cccc1Cl
-14.9	9.0	-1.2	8.4	-0.1	-5.2	-3.2	0.4	-19.9	CCc1ccc(C(=O)OCC(=O)Nc2c(C)n(C)n(-c3ccccc3)c2=O)cc1
-15.4	5.5	3.5	-2.8	0.2	-4.7	4.3	4.7	7.1	CC(NC(=O)CN(c1cccc(C(F)(F)F)c1)S(C)(=O)=O)c1ccccc1 (centres undefined)
1.6	6.2	-1.4	0.9	1.4	-13.2	-0.9	-0.2	1.9	CN(C(=O)c1cc2ccccc2oc1=O)C1(C)CCS(=O)(=O)C1 (centres undefined)
-5.2	11.7	1.4	1.5	-0.3	6.5	-9.3	0.2	-6.4	COc1cccc(N2CCN(c3nc(C)cc(C)c3C#N)CC2)c1
-16.6	1.1	0.4	-2.0	1.4	6.5	-1.9	0.0	2.7	O=C(O)CNS(=O)(=O)c1c(Cl)cccc1Cl
-14.8	4.3	-2.6	2.4	-0.2	10.0	-4.9	0.8	-5.6	Cc1ccc(NC(=O)CN(C)C(=O)COC(=O)COc2cc(C)cc(C)c2)cc1
-13.0	13.7	2.2	-2.2	-1.0	8.1	-0.8	0.9	0.3	O=c1c(-c2ccccc2)c(O)c2ccccc2n1-c1ccccc1
11.2	-12.6	6.8	-10.9	-0.5	15.0	-28.2	26.5	11.0	NC(=O)c1ccsc1NC(=O)COC(=O)c1ccc(Cl)cc1
-11.4	4.9	0.4	4.4	20.7	3.0	-0.3	0.5	-5.0	Cn1c(=O)c2cc3ccccc3nc2n(C)c1=O
-10.2	12.7	-4.3	-1.7	-0.4	6.7	1.9	0.1	0.3	COc1ccc(S(=O)(=O)NCc2ccccn2)cc1NC(=O)c1ccccc1
-13.6	6.0	-0.6	-1.1	-0.4	8.0	-5.9	0.8	-3.3	CCOC(=O)c1sc(NC(=O)CSc2nnnn2-c2ccc(C)cc2)c(C(=O)OCC)c1C
-7.3	6.7	0.9	9.0	1.4	-4.4	-1.1	1.2	-17.8	COC(=O)CC1C(=O)NCCN1C(=S)NC(=O)CCc1ccccc1 (centres undefined)
-16.0	18.2	5.6	1.4	2.0	3.0	9.6	-0.2	2.1	O=C1c2cccc3c([N+](=O)[O-])ccc(c23)C(=O)N1CCc1ccccn1
0.1	-4.3	-1.4	3.5	-0.4	7.4	3.2	0.6	-1.8	CN(C)CCCNC(=O)c1ccc(CN(c2ccccc2)S(C)(=O)=O)cc1
-3.8	0.4	-1.0	-9.4	-0.9	12.5	-5.2	5.5	-8.0	CCOc1ccccc1NC(=O)CN1CCC(C(=O)c2ccc(OC)cc2)CC1
0.6	-6.6	1.4	-1.7	14.6	10.6	-1.2	5.6	5.5	O=C(NC(=S)NNC(=O)c1ccccc1O)c1ccccc1
-4.6	7.9	1.7	5.7	-1.2	4.7	2.8	-0.3	2.9	O=C(NCCN1CCOCC1)c1ccc(S(=O)(=O)Nc2ccccc2)cc1
5.1	1.2	-4.1	-1.6	-1.0	0.7	-3.2	4.7	7.3	O=[N+]([O-])c1cc(-c2ccc(/C=N/c3nc4ccccn4c3-c3ccco3)o2)ccc1Cl

3 of the entries above in order of their number in M1 PAM, highest first:
CHRM1 antagonist	M1 PAM	M5 ag	CHRM4 PAM	CRFBP-R2 agonist	M5 antag	CHRM5 PAM	M4 ag	CHRM4 antagonist	canonical_smiles
-15.9	19.1	-1.2	-5.7	-1.8	0.3	5.5	0.3	-6.6	O=C1Cc2cc([N+](=O)[O-])ccc2N1c1c(Cl)cccc1Cl
-13.0	13.7	2.2	-2.2	-1.0	8.1	-0.8	0.9	0.3	O=c1c(-c2ccccc2)c(O)c2ccccc2n1-c1ccccc1
11.2	-12.6	6.8	-10.9	-0.5	15.0	-28.2	26.5	11.0	NC(=O)c1ccsc1NC(=O)COC(=O)c1ccc(Cl)cc1

3 structures from above, sorted by length of the SMILES, rising.
CHRM1 antagonist	M1 PAM	M5 ag	CHRM4 PAM	CRFBP-R2 agonist	M5 antag	CHRM5 PAM	M4 ag	CHRM4 antagonist	canonical_smiles
-11.4	4.9	0.4	4.4	20.7	3.0	-0.3	0.5	-5.0	Cn1c(=O)c2cc3ccccc3nc2n(C)c1=O
1.6	6.2	-1.4	0.9	1.4	-13.2	-0.9	-0.2	1.9	CN(C(=O)c1cc2ccccc2oc1=O)C1(C)CCS(=O)(=O)C1 (centres undefined)
-14.9	9.0	-1.2	8.4	-0.1	-5.2	-3.2	0.4	-19.9	CCc1ccc(C(=O)OCC(=O)Nc2c(C)n(C)n(-c3ccccc3)c2=O)cc1

Further structures follow.
CHRM1 antagonist	M1 PAM	M5 ag	CHRM4 PAM	CRFBP-R2 agonist	M5 antag	CHRM5 PAM	M4 ag	CHRM4 antagonist	canonical_smiles
-2.0	5.0	-0.5	5.5	-1.4	1.1	-1.9	-0.6	4.0	Cc1ccc(Oc2nc(CN3CCOCC3)nc3sc4c(c23)CCC(C)C4)cc1 (centres undefined)
-10.0	0.5	-3.0	9.9	1.5	-11.3	3.6	1.8	-11.1	COc1ccc(NC(=O)CCCN2C(=O)CCC2=O)cc1Cl
-14.3	7.4	0.5	4.4	x	-1.4	-0.1	1.2	-5.6	Cc1ccsc1-c1cc2nc(NCCOc3ccccc3Cl)n(C)c(=O)c2s1
7.2	-2.2	-6.0	-8.4	-0.2	13.4	-7.9	2.1	0.6	CCN1CCN(c2ccc(S(=O)(=O)N3CCCCC3)cc2NC(=O)COc2ccc(Cl)c(C)c2)CC1
3.5	-0.4	-5.7	2.7	0.2	2.7	2.9	1.3	1.2	c1ccc(-c2nnc(-c3ccco3)o2)cc1
12.7	-8.2	-1.4	-4.5	0.9	9.9	-4.2	-1.8	-8.6	CC1C=CC(C)C(C(=O)c2ccccc2)C1C(=O)c1ccccc1 (centres undefined)
-0.7	7.1	4.3	-0.4	-0.9	-11.8	4.3	0.1	15.4	COc1ccc(CNc2nc3nc(C)cc(C)n3n2)cc1OC
19.0	-2.4	-3.6	18.0	-0.5	-3.7	4.8	-0.5	-12.1	CCOC(=O)c1ccc(Oc2nc(NC)nc(Nc3ccccc3)n2)cc1
5.8	10.8	-0.2	0.8	-0.2	0.6	-3.2	1.3	6.2	Cc1cccc(OCCNC(=O)c2cncc(Br)c2)c1
2.2	-9.6	2.8	4.1	0.0	-7.7	-2.3	5.1	-8.1	O=C1CCc2cc(S(=O)(=O)N3CCN(Cc4ccc5c(c4)OCO5)CC3)ccc2N1
-2.2	5.0	-9.8	14.1	-0.4	8.3	-5.0	1.1	0.1	C[C@@H]1CN([C@H](C)CO)C(=O)Cc2cc(NC(=O)Cn3cnnn3)ccc2O[C@@H]1CN(C)Cc1ccc(Cl)c(Cl)c1
-9.3	8.5	-2.2	2.9	0.0	-31.0	4.4	0.6	-8.7	CCOC(=O)N1CCC(N2C(=O)c3ccc(C(=O)Nc4ccc(OC)c(OC)c4)cc3C2=O)CC1
-0.6	1.3	-2.6	-1.4	15.3	15.9	-6.0	2.4	2.1	O=C(CN1C(=O)S/C(=C\C=C\c2ccccc2)C1=O)N1CCCCC1
-1.3	4.8	1.2	0.1	2.6	6.2	-0.9	2.2	3.8	C=CCn1c(SCc2cc(=O)n3ccsc3n2)nc2cc(Cl)ccc2c1=O
7.0	0.1	-2.1	-11.3	-1.4	-7.0	3.4	0.4	21.1	CCCCN(C)CCCNC(=O)CN1C(=O)CSc2ccc(S(=O)(=O)N3CCOCC3)cc21
-5.3	1.2	-8.4	-4.5	1.0	-5.3	-2.8	0.1	3.7	CC(C)(C)c1nc2ccccc2[nH]1
-3.7	4.9	1.8	4.7	80.2*	-0.1	4.6	1.0	1.3	Cc1cc(C(F)(F)F)c(C#N)c(SCC(=O)Nc2nc3ccccc3s2)n1
-5.9	9.4	1.4	7.7	-3.4	1.3	-1.6	1.4	-7.7	Nc1nnc(-c2ccc(F)cc2)s1
-3.6	-1.5	0.4	-3.9	2.1	16.2	-2.4	0.0	5.1	Cn1c(CNC(=O)c2ccccc2F)cc2ccccc21
1.9	-1.0	-1.2	-10.3	-3.6	-5.5	3.6	0.4	4.4	CCOc1cc(/C=N/NC(=O)CSc2nncn2C)ccc1OCc1ccccc1
-1.7	1.1	2.4	7.1	-0.4	-0.7	-3.8	0.9	1.3	C[n+]1cnn2c1SCC1(COC1)C2
-2.9	3.7	-2.2	-0.7	-0.5	-3.0	-1.3	0.2	-3.9	Cc1ccc(C(=O)NCC2CCCO2)cc1[N+](=O)[O-] (centres undefined)
14.7	-13.6	-0.8	-5.8	-2.1	18.0	-9.2	4.5	2.8	Cc1cc(Cl)ccc1OCC(=O)Nc1ccc2oc(=O)ccc2c1
1.6	0.8	2.4	9.7	-1.2	14.8	1.6	0.8	-4.7	c1ccc(COC2CCCN(Cc3nc(-c4cnccn4)no3)C2)cc1 (centres undefined)
-5.6	6.2	2.8	-2.5	73.3*	-5.6	0.7	1.0	-0.8	O=C1C2C3C=CC(C3)C2C(=O)N1c1cccc(N2C(=O)C3C4C=CC(C4)C3C2=O)n1 (centres undefined)
-22.1	14.0	0.5	5.0	0.0	2.1	7.4	1.1	-3.9	CCn1c2ccccc2c2n[nH]c(=S)nc21
-4.3	4.9	-0.6	10.0	3.6	-11.1	6.4	0.6	2.5	Cc1ccc(-n2cc(C(=O)c3ccc(F)cc3)nn2)cc1Cl
-11.4	16.6	-1.0	-3.2	4.0	1.3	-0.4	1.3	1.9	COCCn1c(=NC(=O)c2sc3ccccc3c2Cl)sc2cc(S(N)(=O)=O)ccc21
-38.6	8.8	-0.3	-1.1	0.3	-0.2	-1.3	0.3	-6.2	CC(C)(C)NCC(O)COc1cccc2[nH]c(=O)[nH]c12 (centres undefined)
-19.9	7.8	-1.3	-8.1	11.8	-1.3	3.1	-0.7	11.2	C=C(C)Cn1c(SCC(=O)N/N=C/c2c(O)ccc3ccccc23)nc2ccccc2c1=O
6.2	0.9	0.6	1.8	4.5	8.3	-7.3	-0.3	-1.2	Fc1ccc(-c2cc3nc(-c4ccccc4)cc(N4CCOCC4)n3n2)cc1
7.5	-1.8	-5.9	1.9	5.2	7.5	-1.2	2.4	-0.3	COc1ccc(S(=O)(=O)N2CCN(Cc3ccc4c(c3)OCO4)CC2)cc1F

Screening results as filed in PubChem BioAssay.
